Bioassay records as filed in PubChem BioAssay.
Mtb RmlCD inh: M. tuberculosis RmlC/RmlD inhibition; RmlC+RmlD coupled enzyme assay, percent inhibition; primary screen in compound mixtures; inhibition, % at 3.6 µM; 160,000 tested, 0.03% active; in the data active means inhibition mostly above about 34%, no sharp cut-off; further: some results filed as inactive read as strong as hits
Target sequence (P9WH09 whole entry, looked up): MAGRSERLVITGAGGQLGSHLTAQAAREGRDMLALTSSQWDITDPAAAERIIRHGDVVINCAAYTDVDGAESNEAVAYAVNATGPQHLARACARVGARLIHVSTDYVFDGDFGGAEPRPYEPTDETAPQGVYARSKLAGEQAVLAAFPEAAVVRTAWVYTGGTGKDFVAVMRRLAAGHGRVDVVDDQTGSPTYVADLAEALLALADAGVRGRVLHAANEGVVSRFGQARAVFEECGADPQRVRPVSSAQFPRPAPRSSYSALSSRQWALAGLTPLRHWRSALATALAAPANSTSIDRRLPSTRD
Target sequence (P9WH11 whole entry, looked up): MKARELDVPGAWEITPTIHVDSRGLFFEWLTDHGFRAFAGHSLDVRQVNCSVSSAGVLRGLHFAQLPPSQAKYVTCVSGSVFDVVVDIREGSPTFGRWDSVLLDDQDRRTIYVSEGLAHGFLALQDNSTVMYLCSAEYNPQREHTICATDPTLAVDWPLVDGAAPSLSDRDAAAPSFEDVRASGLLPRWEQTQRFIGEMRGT
M. tuberculosis GlmU: inhibition of mycobacterial GlmU enzyme – biochemical, glucosamine-1-phosphate acetyltransferase (AID 1376). 220,000 tested, 0.25% active. inhibition, %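 (tested at 30 µM in the primary screen)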; hits with a dose series show IC50 in µM. M. tuberculosis GlmU acetyltransferase enzyme assay; higher % means a stronger effect; in the data active means inhibition above about 13%;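 further: 0% = complete reaction with vehicle and 100% = reaction without substrate; strong numbers were not always called active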
An asterisk follows results filed as active; · = not tested or not shown.

SMILES	Mtb RmlCD inh	M. tuberculosis GlmU
c1csc(-c2cn3ccc4ccccc4c3n2)c1	6	-7.4%
Cc1ccc(NC(=O)CCNC(=O)c2ccc([N+](=O)[O-])cc2)cc1S(=O)(=O)N(C)C	-2	2.0%
O=C1C2C3C=CC(C3)C2C(=O)N1CCCCCCN1C(=O)C2C3C=CC(C3)C2C1=O (stereo not given)	1	-4.4%
CC(C)CC(=O)Nc1ccccc1N1CCN(c2ccc(F)cc2)CC1	-1	2.5%
CC(C)NC(=O)NNc1c(Cl)cncc1Cl	40	-0.4%
COc1cc(NC(=O)COC(=O)CNC(=O)c2ccc(C)s2)cc(OC)c1	-9	-0.9%
COc1ccccc1C(=O)Nc1nnc(-c2ccc(F)cc2)o1	5	-4.5%
CCOc1ccc(C2=Nn3c(nnc3-c3ccco3)SC2)cc1	·	-1.6%
CC(C)OC(=O)CSc1nnc(Cc2ccccc2)n1CC1CCCO1 (stereo not given)	·	4.4%
OCCC1CN(Cc2cnc(N3CCOCC3)s2)CCN1C1CCCC1 (stereo not given)	-20	0.8%
CCOC(=O)c1ccccc1NC(=O)Cn1cnc2c(nnn2-c2ccc(C)cc2)c1=O	·	0.7%
O=C(c1ccco1)N1CCN(S(=O)(=O)c2ccc(S(=O)(=O)NC3CCCC3)cc2)CC1	35	4.0%
c1ccc(CCNc2ncnc3sccc23)nc1	3	0.5%
O=C(Nc1c(Cl)cc(Cl)cc1C(=O)NCCN1CCOCC1)c1ccc(Cl)cc1Cl	·	3.3%
Cn1c(/C(C#N)=C(\O)COc2ccc3ccccc3c2)nc2ccccc21	-10	-1.6%
COc1ccc(C2=NCC(CSc3nccc(=O)[nH]3)S2)cc1 (stereo not given)	-6	1.7%
Cn1c(SCc2nc(-c3ccc(Cl)cc3)no2)nnc1-c1ccccc1	11	2.0%
O=C(CN(CC1CCCO1)C(=O)CNS(=O)(=O)c1ccc(Cl)cc1)NCC1CCCO1 (stereo not given)	·	-2.4%
CC1=CC(=C(C#N)C#N)C=C(C)N1CCN1CCN(C(=O)Nc2ccc(Cl)c(Cl)c2)CC1	·	-5.4%
COc1cc(C2NC(=O)NC(C)=C2C(=O)Nc2cccc(C)c2C)cc(OC)c1OC (stereo not given)	12	2.3%
COc1ccc(NC(=S)N2CCC(N(C)CC3CCCO3)CC2)cc1Cl (stereo not given)	-8	0.3%
CCS(=O)(=O)Nc1ccc(-c2nnc(SCC(=O)c3cccc(OC)c3)o2)cc1	-9	-0.6%
Cc1c(NC(=S)NC(=O)C(C)(C)C)c(=O)n(-c2ccccc2)n1C	-2	3.5%
COc1ccc(NS(=O)(=O)c2ccc(C)c(C(=O)O)c2)cc1	·	6.0%
CCC(C)(C)n1nnnc1C(c1cccs1)N1CC=C(c2ccc(F)cc2)CC1 (stereo not given)	·	5.0%
C=CCSc1nc(C)cc(/C=C\c2ccccc2)c1C#N	-6	-4.1%
CCOC(=O)COc1nc(-c2ccc(Cl)cc2)cc(-c2ccco2)c1C#N	32	-3.2%
COc1ccc(CCN2C(=O)c3ccccc3C2(O)c2ncc[nH]2)cc1OC (stereo not given)	8	-2.9%
Cc1ccc(NC(=O)COC(=O)c2ccc([N+](=O)[O-])o2)cc1S(=O)(=O)N1CCCCCC1	7	8.1%
Cc1nc2ccc(NC(=S)N3CCOCC3)cc2nc1C	·	3.2%
COc1ccc(/C=C(/NC(=O)c2cccs2)C(=O)N2CCOCC2)cc1OC	30	-3.8%
O=C(CSc1nc2ccccc2c(=O)n1-c1ccc(Cl)cc1)N/N=C/C=C/c1ccccc1[N+](=O)[O-]	·	3.6%
O=c1c2[nH]c3ccccc3c2ncn1CCN1CCCCC1	·	-3.8%
COC(=O)c1ccc2nc(NC(=O)COC(=O)CSc3nc(C)cc(C)n3)sc2c1	-7	-5.4%
ClCCNc1nc2ccc(Cl)cc2[nH]1	·	4.7%
O=C(NCc1ccccn1)Nc1ccc(Cl)c(Cl)c1	11	-4.2%
c1ccc2c3c([nH]c2c1)C(C1CCCCC1)N(Cc1ncc[nH]1)CC3 (stereo not given)	-6	-4.2%
O=C(OCCOCCN=C1NS(=O)(=O)c2ccccc21)c1ccncc1	-9	-0.8%
COc1ccccc1C(=O)N(Cc1cccs1)C1CCS(=O)(=O)C1 (stereo not given)	5	·
C=CCc1cc(C)cc(C)c1OCCn1cncn1	·	0.2%
Cc1ccc(OC(=O)c2ccc(S(=O)(=O)N(C)C)cc2)c(-n2nc3ccccc3n2)c1	·	-1.4%
CCOc1ccccc1CN1CCN(Cc2nc3c(s2)CCCC3)CC1CCO (stereo not given)	-6	-4.1%
Nc1ncnc2c1CCC2	·	3.1%
CC(=O)N(C(C)=O)S(=O)(=O)c1ccc(N=NN2CCOCC2)cc1	·	1.9%
COc1ccc(/C=N/NC(=O)CSCC(=O)Nc2ccccc2)cc1	·	-3.4%
COc1nc(-c2ccc(Cl)cc2)ccc1-c1noc(-c2cccs2)n1	·	-1.2%
N=c1c2c(n(Cc3ccc(Cl)cc3Cl)c3c1CCC3)CCCC2	4	-0.8%
COc1ccc(CN(C(=O)c2cccs2)C(C(=O)NC2CCCCC2)c2ccc3ncccc3c2)cc1 (stereo not given)	-6	·
CC1=C/C(=C\c2ccc(Br)o2)C(=O)O1	11	9.5%
Cc1cc(C)n(-c2nc(SCC(=O)O)c3c4c(sc3n2)CCCC4)n1	-4	4.4%
COc1ccccc1CNC(=O)COC(=O)[C@H](Cc1c[nH]c2ccccc12)NC(=O)c1cccs1	-2	-5.9%
O=C(Nc1cccs1)Nc1c(F)c(F)c(F)c(F)c1F	-8	0.2%
CCn1nnnc1SCC(=O)NCc1ccc2c(c1)OCO2	·	0.0%
COc1ccc(CNC(=O)COC(=O)c2ccccc2C(=O)c2ccccc2)cc1	15	-4.6%
CC(=O)Nc1ccc2c(c1)OCCO2	23	-0.7%
Cc1ccc(SCC(=O)O/N=C(\N)c2ccc([N+](=O)[O-])cc2)cc1	-5	1.6%
CC(C)OC(=O)CSc1nnc(-c2cnccn2)n1Cc1ccco1	-5	3.8%
COc1ccc(CCN2CC(C(=O)Nc3cccc(C(C)=O)c3)CC2=O)cc1OC (stereo not given)	8	0.7%
Cc1cccn2c(=O)c(C=NCc3ccccc3)c(NCCO)nc12	-8	2.2%
COC(=O)C1=C(c2ccccc2)C[C@@H]2CC[C@H]1N2C(=O)NCc1ccco1	·	-1.7%

2 entries picked at random from those above:
SMILES	Mtb RmlCD inh	M. tuberculosis GlmU
COC(=O)c1ccc2nc(NC(=O)COC(=O)CSc3nc(C)cc(C)n3)sc2c1	-7	-5.4%
O=c1c2[nH]c3ccccc3c2ncn1CCN1CCCCC1	·	-3.8%

Carrying on.
SMILES	Mtb RmlCD inh	M. tuberculosis GlmU
CCc1cc(C(=O)OC)c(N2C(=O)C3C4C=CC(C4)C3C2=O)s1 (stereo not given)	0	-0.8%
CC(C)CC(NC(=O)OC(C)(C)C)c1cn([C@@H](CCCCNC(=O)OC(C)(C)C)C(=O)N2CCN(C(=O)OC(C)(C)C)CC2)nn1 (stereo not given in full)	·	0.4%
O=c1c2ccccc2cnn1Cc1n[nH]c(=S)n1C1CC2CCC1C2 (stereo not given)	-5	-2.1%
COc1ccccc1N(CC(=O)N1CCCCC1)S(=O)(=O)c1ccccc1	·	-1.8%
O=C1NC(=O)C(C/C=C/c2ccccc2)C(=O)N1	18	-0.3%
N=c1c2c(ncn1Cc1ccco1)Oc1cc(O)ccc1C2c1ccccc1 (stereo not given)	0	-4.9%
COC(=O)c1cc2ccccn2c2c(C(=O)OC)c(C(=O)OC)cc1-2	-5	0.0%
CC(C)NS(=O)(=O)c1ccc(OCC(=O)NCc2ccco2)cc1	8	1.9%
O=C(NNc1cc(Cl)cc(Cl)c1)c1c(F)cccc1Cl	1	1.9%
O=C(NCc1ccc(F)cc1)c1cnc(-c2ccccn2)nc1C(F)(F)F	4	5.1%
CCCC[N+](C)(C)CCC(=O)NC(C)(C)CS(=O)(=O)[O-]	·	1.0%
COC(=O)c1sccc1NC(=O)Cn1nnc(-c2ccc(C)cc2)n1	3	-1.6%
CCn1cc(C(=O)Nc2ccc(C)cc2C)c(=O)c2ccc(C)nc21	-9	7.5%
CCN(CC)C1=NS(=O)(=O)c2cc([N+](=O)[O-])ccc21	8	-0.8%
CCOC(=O)c1ccc2nc(C)c(CCC(C)=O)c(Cl)c2c1	-3	1.6%
Cc1cc(Cl)ccc1NC(=O)CSc1nnc(Cc2cccs2)n1Cc1ccco1	-7	-2.5%
CC(Oc1ccc(-c2nccc(-c3ccccn3)n2)cc1)C(=O)NN (stereo not given)	-1	·
O=C(c1ccc2c(c1)OCO2)C1CCCN(C(=O)C2CCOCC2)C1 (stereo not given)	·	-0.1%
N#CC1c2ccccc2C=CN1C(=O)c1ccccc1 (stereo not given)	-5	-3.3%
CC(C)COc1ccc(C2NC(=O)NC2=O)cc1 (stereo not given)	·	-0.3%
Cn1cc(-c2nnnn2-c2cccc(C(F)(F)F)c2)c(C(F)(F)F)n1	-3	-0.4%
COc1ccc(N2CCN(C(=O)c3ccc4c(c3)[nH]c(=S)n3c5ccccc5nc43)CC2)cc1	3	-1.9%
Cc1csc(NC(=O)c2ccoc2C)n1	-4	8.6%
COC(=O)c1c(SCC(=O)Nc2ccc(C)cc2)nc(=O)[nH]c1C	12	-4.1%
COC(=O)Nc1c(C)nn(Cc2ccccc2C)c1C	-1	0.4%
Cc1cc(=O)n2nc(N3CCCC3C(=O)NCc3ccccn3)sc2n1 (stereo not given)	-7	0.0%
Cc1ccc(S(=O)(=O)Oc2ccccc2/C=N/NC(=O)c2c(Cl)cnn2C)cc1	·	1.3%
O=C(CN1C(=O)C2CC=CCC2C1=O)Nc1nccs1 (stereo not given)	·	2.9%
O=C(C1CCC(CNc2c(N3CCCCC3)c(=O)c2=O)CC1)N1CCc2ccccc2C1 (stereo not given)	-9	-1.0%
O=C(NCCc1ccc(F)cc1)Nc1ccc2c(c1)OCO2	·	-2.2%
COc1ccccc1C(=O)CSc1nnc(-c2ccco2)o1	0	4.6%
NC(=O)C1CCCN(S(=O)(=O)c2ccc(Br)cc2)C1 (stereo not given)	·	1.8%
O=[N+]([O-])c1ccc(Nc2ccccc2)cc1	0	-0.6%
COc1cc(C(=O)OC(C)C(=O)N2CCc3ccccc3C2)ccc1OCC(=O)N1CCOCC1 (stereo not given)	-7	-2.9%
CCOc1ccc(N2CC(=O)Nc3ccccc3NCC2=O)cc1	·	-6.9%
N#CC1=C(N)Oc2n[nH]c(-c3cccs3)c2C1c1ccoc1 (stereo not given)	-6	6.2%
O=C(COc1ccccc1Cl)OCC(=O)N1CCN(S(=O)(=O)c2ccccc2)CC1	·	-2.1%
CCc1ccc(-c2nc(CSCC(=O)N3CCN(c4ccccn4)CC3)c(C)o2)cc1	-3	9.8%
CC(=O)Oc1cc2c(C(=O)NCCN3CCOCC3)c(C)oc2c2ccccc12	12	4.7%
COC(=O)CC1=NN(c2ccccc2)C(=O)C1	-13	8.8%
Cc1nc2ccccc2c(=O)n1/N=C/c1cccnc1	3	2.6%
CC12CC(NC(=O)N1c1ccc(C(=O)N3CCN(c4ccccn4)CC3)cc1)c1ccccc1O2 (stereo not given)	8	2.3%
COc1ccccc1N(C)S(=O)(=O)c1ccc(C(=O)Nc2ccc3nc(C)sc3c2)cc1	4	5.3%
CCC(=O)c1c[nH]c(C(=O)NCCc2ccccn2)c1	-4	1.0%
Cc1ccccc1N/N=C1\CCCNC1=O	-8	7.2%
COc1cc(-c2nnc(COc3ccc4cc(Br)ccc4c3)o2)cc(OC)c1OC	·	1.4%
O=C(O)CCCCCn1c(O)c(C=C2N=c3ccccc3=N2)sc1=S	·	8.6%
CCOc1ccc(C(=O)CN2CCN(S(=O)(=O)c3ccc(Cl)cc3)CC2)cc1	5	0.7%
Nc1ccnn1Cc1cccnc1	-5	1.3%
Nc1nnc(-c2ccc(Cl)cc2Cl)s1	-4	-0.9%
CCc1cccc(C)c1NC(=O)C1CN(S(=O)(=O)c2ccccc2)CCN1S(=O)(=O)c1ccccc1 (stereo not given)	-3	1.6%
CC(C)C(C)NC(=O)COc1ccc(Sc2ccc(OCC(=O)NC(C)C(C)C)cc2)cc1 (stereo not given)	3	0.2%
Cc1cc(C(=O)NCCCN2CCN(C3CCCCC3)CC2)n(-c2ccccc2)n1	50	5.2%
COc1ccc(/C=N/n2cnc3c([nH]c4ccc(C)cc43)c2=O)cc1CN1CCCC1	7	-6.5%

In the list so far, these contain an aryl thioether with sulfur outside any ring:
SMILES	Mtb RmlCD inh	M. tuberculosis GlmU
CC(C)OC(=O)CSc1nnc(Cc2ccccc2)n1CC1CCCO1 (stereo not given)	·	4.4%
COc1ccc(C2=NCC(CSc3nccc(=O)[nH]3)S2)cc1 (stereo not given)	-6	1.7%
Cn1c(SCc2nc(-c3ccc(Cl)cc3)no2)nnc1-c1ccccc1	11	2.0%
CCS(=O)(=O)Nc1ccc(-c2nnc(SCC(=O)c3cccc(OC)c3)o2)cc1	-9	-0.6%
C=CCSc1nc(C)cc(/C=C\c2ccccc2)c1C#N	-6	-4.1%
O=C(CSc1nc2ccccc2c(=O)n1-c1ccc(Cl)cc1)N/N=C/C=C/c1ccccc1[N+](=O)[O-]	·	3.6%
COC(=O)c1ccc2nc(NC(=O)COC(=O)CSc3nc(C)cc(C)n3)sc2c1	-7	-5.4%
Cc1cc(C)n(-c2nc(SCC(=O)O)c3c4c(sc3n2)CCCC4)n1	-4	4.4%
CCn1nnnc1SCC(=O)NCc1ccc2c(c1)OCO2	·	0.0%
Cc1ccc(SCC(=O)O/N=C(\N)c2ccc([N+](=O)[O-])cc2)cc1	-5	1.6%
CC(C)OC(=O)CSc1nnc(-c2cnccn2)n1Cc1ccco1	-5	3.8%
Cc1cc(Cl)ccc1NC(=O)CSc1nnc(Cc2cccs2)n1Cc1ccco1	-7	-2.5%
COC(=O)c1c(SCC(=O)Nc2ccc(C)cc2)nc(=O)[nH]c1C	12	-4.1%
COc1ccccc1C(=O)CSc1nnc(-c2ccco2)o1	0	4.6%
CC(C)C(C)NC(=O)COc1ccc(Sc2ccc(OCC(=O)NC(C)C(C)C)cc2)cc1 (stereo not given)	3	0.2%

These rows are one share of the data. The share of hits here may be higher or lower than overall.
